FBW7 activator = human FBW7 E3 ligase activation, primary screen | AlphaScreen FBW7–phospho-cyclin E peptide binding, activator screen | normalized activity (activation), % at 26.1 µM | actives 0.13% (n = 650,000); in the data active = normalized activity above about 1.9%;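 note: purified mutant Fbw7 with reduced substrate affinity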
Target sequence (Q969H0 whole entry, looked up): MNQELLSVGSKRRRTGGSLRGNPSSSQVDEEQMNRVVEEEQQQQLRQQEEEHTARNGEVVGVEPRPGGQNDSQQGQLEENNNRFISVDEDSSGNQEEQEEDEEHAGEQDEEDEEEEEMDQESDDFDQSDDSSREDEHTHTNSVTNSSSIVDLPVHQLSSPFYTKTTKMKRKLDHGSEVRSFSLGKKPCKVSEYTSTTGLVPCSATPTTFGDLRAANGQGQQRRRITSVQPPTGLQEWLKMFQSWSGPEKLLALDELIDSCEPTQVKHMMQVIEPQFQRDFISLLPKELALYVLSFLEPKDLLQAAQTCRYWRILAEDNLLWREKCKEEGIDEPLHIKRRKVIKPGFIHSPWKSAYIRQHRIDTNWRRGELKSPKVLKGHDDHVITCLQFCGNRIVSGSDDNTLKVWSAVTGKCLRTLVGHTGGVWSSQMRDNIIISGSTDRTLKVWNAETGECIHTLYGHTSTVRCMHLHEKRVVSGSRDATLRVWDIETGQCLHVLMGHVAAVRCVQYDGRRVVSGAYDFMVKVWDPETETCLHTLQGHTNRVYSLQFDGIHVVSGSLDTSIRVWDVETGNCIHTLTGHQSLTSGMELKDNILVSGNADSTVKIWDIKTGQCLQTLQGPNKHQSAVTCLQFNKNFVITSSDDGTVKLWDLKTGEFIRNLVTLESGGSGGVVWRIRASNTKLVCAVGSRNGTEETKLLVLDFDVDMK
TEAD-YAP inh = TEAD-YAP interaction inhibition | HEK-TIYL cells, TEAD-Gal4/YAP UAS-luciferase luminescence | inhibition, % at 9.12 µM | actives 1.4% (n = 640,000); in the data active = inhibition above about 32%;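 note: 0% = median of test compound wells and 100% = reference inhibitor wells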
GPR151 ag = activators of human GPR151. actives 1% (n = 650,000). PathHunter beta-arrestin GPR151 cells, luminescence. activation, % at 11.2 µM; in the data active = activation above about 4.9%;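 note: 0% = median of compound wells and 100% = cells with positive control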
MITF inh = inhibitors of human MITF | AlphaScreen MITF homodimerization, bead proximity signal | O75030 | actives 0.91% (n = 650,000) | inhibition, % at 2.6 µM; in the data active = inhibition above about 50%;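 note: 0% = vehicle wells with protein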
Starred values were filed as active, the others as inactive.

smiles,FBW7 activator,TEAD-YAP inh,GPR151 ag,MITF inh
Cc1ccc(S(=O)(=O)NCCC(=O)NCCc2ccc(S(N)(=O)=O)cc2)cc1,0.5,-3.0,-1.7,21.5
CN(Cc1ccccc1)C1CCN(Cc2ccccn2)CC1,-0.1,7.1,4.0,41.3
CCCCOC(=O)COc1ccc2c(=O)c(Oc3ccccc3)coc2c1,0.7,2.0,1.5,13.7
O=C(Nc1ccc(N2CCOCC2)cc1)c1ccc2nc(Nc3ccncn3)sc2c1,-0.4,-4.0,0.0,4.6
O=C(NCC(c1cccnc1)N1CCOCC1)c1ccc(F)cc1 (centres undefined),-0.3,0.7,-0.6,-7.0
Cc1ccc(-c2nnc(NCc3ccco3)c3ccccc23)cc1C,-0.1,-1.9,2.7,-5.0
COc1ccc(NC(=S)N2CC(C)OC(C)C2)cc1 (centres undefined),0.1,1.1,-0.3,-5.8
O=C1C2C3C=CC(C3)C2C(=O)N1c1ccc(Oc2ccc(N3C(=O)C4C5C=CC(C5)C4C3=O)cc2)cc1 (centres undefined),1.4,0.7,2.4,13.8
CC(C)c1ccc2c(c1)C1C=CCC1C(c1ccc(S(=O)(=O)N3CCOCC3)cc1)N2 (centres undefined),-0.1,-2.5,-0.1,9.5
O=C(c1cccnc1NC1CCCCC1)N1CCOCC1,0.4,-8.6,0.7,3.5
CCOc1ccc(NC(=O)CSc2nc3ccccc3c3nc(-c4ccc([N+](=O)[O-])cc4)nn23)cc1,0.2,6.8,0.4,2.5
COC(=O)CSc1nc2cc(OC)ccc2n1C,0.0,-1.0,2.6,13.5
CCOC(=O)C1C(=O)C=C(c2ccc(NS(C)(=O)=O)cc2)CC1c1ccc(OC)cc1 (centres undefined),0.0,6.9,-0.5,-4.6
COc1ccc(Br)cc1/C=C1/N=C(c2cc(I)ccc2Cl)NC1=O,0.0,2.3,-0.4,14.6
Oc1ccc(Br)cc1CNc1nc2ccccc2[nH]1,0.0,-10.4,0.3,74.1*
CC(C)CCN(Cc1ccco1)C(=O)NCc1noc2ccccc12,0.0,-25.1,-2.9,-7.3
Clc1cccc(-c2nnc(CN3CCN(c4ccccc4)CC3)o2)c1,-0.1,-6.8,-0.4,-9.4
C=CCNS(=O)(=O)c1cc(C(=O)Nc2ccc(Oc3ccccc3)cc2)ccc1F,0.3,66.5*,-0.2,18.5
CCc1ccc(-c2csc(-c3cc4ccccc4oc3=O)n2)cc1,0.2,2.2,1.6,-0.6
CCN(c1ccccc1)S(=O)(=O)N(C)C,0.3,-3.2,1.5,-11.5
CCOc1ccc(NC(=O)c2c(NCc3cccnc3)sc3c2CCCC3)cc1,0.0,-4.5,-1.1,4.1
CC1CN(CC(O)COc2ccc(Cl)cc2)CC(C)O1 (centres undefined),0.0,-4.2,-0.6,-10.9
O=C1CCC(=O)N1OCCCCOc1ccccc1OCc1ccccc1,0.3,8.0,-0.4,-2.2
CC(=O)c1cccc(S(=O)(=O)NCCCNc2nc3cc(C)cc(C)c3cc2C#N)c1,0.1,-5.9,-0.7,-2.5
Cn1cc(/C=C/c2nc3ccccc3c(=O)n2Cc2ccccc2)c2ccccc21,0.2,-2.0,-0.8,9.2

Other compounds
smiles,FBW7 activator,TEAD-YAP inh,GPR151 ag,MITF inh
NC(=O)c1cccc(CC2(c3ccccc3)C(=O)Nc3c(Cl)cccc32)c1 (centres undefined),-0.3,5.6,-0.6,-15.0
Cc1ccc(NC(=O)C2C3C=CC4(O3)C2C(=O)N(CC2CCCO2)C4C(=O)NC2CCCCC2)cc1Cl (centres undefined),0.0,2.9,-0.3,2.1
O=C1CC(c2ccccc2Cl)CC2=C1C(c1cccnc1)Nc1ccccc1N2 (centres undefined),0.0,1.8,1.0,-0.1
Cc1ccc(-n2nc(C)c3c2OC(N)=C(C#N)C3c2ccccc2F)cc1 (centres undefined),-0.3,7.5,0.1,1.1
COc1cc(OC)cc(C(=O)NN=C2CCN(C)CC2)c1,0.0,50.5*,1.4,17.8
CC(C)CC(NC(=S)NCc1ccccc1)C(=O)O (centres undefined),0.2,-7.3,-0.7,13.9
COc1cc(NC(=O)C2CCN(c3ccc(Nc4cc(OC)c(OC)c(OC)c4)nn3)CC2)cc(OC)c1OC,-0.2,-6.7,7.8*,7.3
COc1cccc(CNC(=O)Nc2ccc(-c3cn[nH]c3)c(F)c2)c1,0.3,-12.7,-1.4,-1.6
COC(=O)C1=C(O)/C(=C\c2cc(C)n(-c3ccccc3F)c2C)N=C1C,-0.2,-38.3,-1.5,1.2
CC(=O)Oc1ccc2c(=O)c(-c3ccccc3Cl)coc2c1C,0.0,0.9,-0.6,13.6
Cc1cc2c(N3CCN(c4ccccn4)CC3)ncnc2s1,0.1,41.0*,1.3,19.1
COCCNC(=O)c1c(C)nc2cc(C)ccn12,-0.1,1.9,-0.2,14.7
O=C(CC1(O)C(=O)N(Cc2ccc(Cl)cc2)c2ccccc21)c1ccc2c(c1)OCCO2 (centres undefined),-0.1,-1.7,0.4,3.2
CC(=O)c1ccc(NC(=O)c2ccccc2S(C)(=O)=O)cc1,0.2,-10.5,0.6,-7.4
O/N=C1\CCCc2c1nc(-c1ccc(F)cc1)n2O,0.1,-8.0,1.9,5.5
CS(=O)(=O)N(CC(=O)NC1CC2CCC1C2)c1ccccc1Br (centres undefined),0.0,9.5,1.0,0.0
O=C1NC(=S)N/C1=C\c1ccc(-c2ccc([N+](=O)[O-])cc2)o1,0.0,1.2,4.9,7.3
NC(=O)C(=O)N/N=C/c1cc2c(cc1[N+](=O)[O-])OCO2,-0.1,2.9,-0.1,7.4
COc1ccccc1CC(=O)O/N=C(\N)c1ccc(Cl)cc1,-0.1,0.8,-0.7,2.8
CSCCC1NC(=O)N(C(C)C(=O)Nc2cc(Cl)cc(Cl)c2)C1=O (centres undefined),-0.1,-2.3,3.2,8.9
Cc1cc(C)n2nc(CNC(=O)c3cccc(N(C)C)c3)nc2n1,-0.2,-12.7,-1.0,-0.4
Brc1cccc2sc(N3CCOCC3)nc12,-0.1,-14.0,0.3,11.9
FC(F)(F)c1cccc(-c2cnnc(N3CCN(c4ccccn4)CC3)n2)c1,0.1,11.8,15.3*,11.9
CCOc1ccc(Br)cc1C1C(C(=O)OC(C)C)=C(C)Nc2nnnn21 (centres undefined),0.2,-3.3,-0.3,5.1
CCOc1ccc(S(=O)(=O)N2CCc3ccccc3C2)cc1,0.0,12.3,0.8,12.0

Profiles, looked up by structure.
`O/N=C1\CCCc2c1nc(-c1ccc(F)cc1)n2O` as listed: FBW7 activator = 0.1; TEAD-YAP inh = -8.0; GPR151 ag = 1.9; MITF inh = 5.5
`COc1cc(OC)cc(C(=O)NN=C2CCN(C)CC2)c1` as listed: FBW7 activator = 0.0; TEAD-YAP inh = 50.5*; GPR151 ag = 1.4; MITF inh = 17.8

More compounds follow.
smiles,FBW7 activator,TEAD-YAP inh,GPR151 ag,MITF inh
COC(=O)C1=CNC=C(C(=O)OC)C1c1cccc(OC)c1,0.1,9.0,0.9,13.5
CC1C(C(=O)O)C2CS(=O)(=O)CC2N1Cc1ccccc1 (centres undefined),0.0,-1.6,4.2,-6.9
COc1ccc(Nc2nnc(SCC(=O)c3ccc4c(c3)OCCO4)s2)cc1,0.0,-19.1,2.6,-0.1
COc1c(C(=O)Nc2ccc(SC#N)cc2)ccc2ccccc12,-0.3,2.2,1.2,-2.6
CCN(CC)C(=O)c1ccc2c(c1)N(Cc1ccccc1)C(=O)c1ccccc1S2(=O)=O,-0.1,-4.9,-0.1,10.9
NC(=O)CNC(=O)c1ccc(Br)o1,0.1,8.7,-1.4,-10.1
O=C(Nc1nccs1)C(c1ccccc1)N1Cc2ccccc2C1=O (centres undefined),-0.2,-6.3,0.1,4.7
COc1cccc(C(c2nnnn2C(C)C)N2CCN(c3ccccc3)CC2)c1OC (centres undefined),-0.1,-0.4,5.4*,2.9
CCOC(=O)C1=C(C)NC(C)=C(C(=O)OCC)C1c1ccc(C#N)cc1,0.3,7.5,-0.2,-6.5
CC(=O)Nc1ccc(S(=O)(=O)NCCNC(=O)c2ccccc2F)cc1,-0.1,-8.8,6.3*,4.1
FC(F)(F)c1cccc(-n2cc(-c3ccccc3)c3c(NCCCn4ccnc4)ncnc32)c1,-0.3,-16.6,-0.6,-1.4
CCN(C(=O)c1cnc2scc(C)n2c1=O)c1ccccc1C,0.2,-4.4,-0.5,13.6
C=CCSc1nnc(Cc2cc(=O)[nH]c(=O)[nH]2)n1-c1cccc(OC)c1,-0.1,-1.3,-1.1,8.6
CCOCCCNCC(=O)Nc1ccc(C)c(Br)c1,0.6,-1.9,0.1,15.5
COc1ccc(NC(=O)CSc2nc3c(=O)n(C)c(=O)n(C)c3n2C)c(OC)c1,0.0,1.7,0.4,3.1
Cc1ccc(Cl)cc1N1CCN(S(=O)(=O)c2cnc[nH]2)CC1,-0.2,-11.3,-0.3,-5.4
CCn1c(SCC(=O)N2CCN(c3ccccc3)CC2)nc2c(c1=O)SCC2,-0.2,-11.4,1.6,-2.6
C=CCN1C(=O)/C(=C\c2cc(Br)c(O)c(Br)c2)SC1=Nc1ccccc1,-0.3,-3.9,-1.8,-4.5
COc1cccc(CN2CCc3nc(-c4ccccn4)nc(N4CCOCC4)c3C2)c1,-0.5,4.3,-0.8,22.4
COC(=O)[C@H]1CN(C(=O)c2n[nH]c(=O)c3ccccc23)C[C@@H]1c1ccc(F)cc1,-0.1,-2.0,-0.3,1.7
COC(=O)CN1C(=O)S/C(=C/c2cccn2C)C1=O,-0.2,-18.9,4.5,15.8
CCN(C(=O)CN1C(=O)C(=O)c2ccccc21)c1ccccc1,-0.2,4.7,0.0,-1.9
O=Cc1ccc(OCc2ccc(F)cc2)cc1,0.1,-24.4,-4.8,15.2
O=C(Nc1nc2ccccc2s1)c1cccc(F)c1,0.0,-38.4,-7.4,14.6
COc1cc(OC)nc(CSCCNC(=O)c2c(OC)cccc2OC)n1,0.0,-4.1,-1.3,5.8

Four compounds drawn at random from the list so far, as already listed:
smiles,FBW7 activator,TEAD-YAP inh,GPR151 ag,MITF inh
NC(=O)C(=O)N/N=C/c1cc2c(cc1[N+](=O)[O-])OCO2,-0.1,2.9,-0.1,7.4
CCc1ccc(-c2csc(-c3cc4ccccc4oc3=O)n2)cc1,0.2,2.2,1.6,-0.6
CC1CN(CC(O)COc2ccc(Cl)cc2)CC(C)O1 (centres undefined),0.0,-4.2,-0.6,-10.9
O=C(Nc1nccs1)C(c1ccccc1)N1Cc2ccccc2C1=O (centres undefined),-0.2,-6.3,0.1,4.7

(further entries)
smiles,FBW7 activator,TEAD-YAP inh,GPR151 ag,MITF inh
COc1ccc(CSCC(=O)N/N=C/c2sccc2C)cc1,-0.1,2.3,-0.3,-0.1
Cc1cc(O)cc2occ(-c3cnn(-c4ccccc4)c3)c(=O)c12,-0.1,-46.0,0.8,-4.7
CC1Oc2ccc([N+](=O)[O-])cc2N(Cc2ccccc2F)C1=O (centres undefined),-0.1,2.4,-0.2,9.2
N#CCCCn1c(-c2ccccc2)noc1=O,0.0,-7.3,-0.8,-3.3
CC1CCN(C(c2cccs2)c2nnnn2Cc2ccccc2)CC1 (centres undefined),-0.2,-2.4,-0.3,1.9
COc1ccc(NC(=O)Cn2nnc(-c3c[nH]c4ccccc34)n2)c(OC)c1,-0.1,2.0,0.2,1.2
CCc1ccccc1N(CC(=O)N1CCN(C)CC1)S(=O)(=O)c1ccc(C)cc1,0.0,2.0,-1.3,9.2

Four entries from above, field by field:
N#CCCCn1c(-c2ccccc2)noc1=O
  FBW7 activator: 0.0; TEAD-YAP inh: -7.3; GPR151 ag: -0.8; MITF inh: -3.3

CC1CCN(C(c2cccs2)c2nnnn2Cc2ccccc2)CC1 (centres undefined)
  FBW7 activator: -0.2; TEAD-YAP inh: -2.4; GPR151 ag: -0.3; MITF inh: 1.9

COc1ccc(NC(=O)Cn2nnc(-c3c[nH]c4ccccc34)n2)c(OC)c1
  FBW7 activator: -0.1; TEAD-YAP inh: 2.0; GPR151 ag: 0.2; MITF inh: 1.2

CCc1ccccc1N(CC(=O)N1CCN(C)CC1)S(=O)(=O)c1ccc(C)cc1
  FBW7 activator: 0.0; TEAD-YAP inh: 2.0; GPR151 ag: -1.3; MITF inh: 9.2
